Screening results as filed in PubChem BioAssay.
ASAP1 inh: inhibitors of human ASAP1 ArfGAP activity, primary screen, biochemical, fluorescence polarization. inhibition, % at 16.5 µM. ASAP1-stimulated ARF1 GTP hydrolysis, GDP FP detection. 360,000 tested, 0.19% active. AID 624377, 2012. Arf-GAP with SH3 domain, ANK repeat and PH domain-containing protein 1 (Homo sapiens), …; in the data active = inhibition above about 25%;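 also: 0% = vehicle with enzyme and substrate and 100% = no enzyme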
ADAM17 inh: ADAM17 inhibitors, primary screen, biochemical, QFRET; 370,000 tested, 0.83% active; Disintegrin and metalloproteinase domain-containing protein 17 (Homo sapiens), P78536; inhibition, % at 6.95 µM; recombinant ADAM17, EDANS/DABCYL FRET peptide cleavage; AID 720648, 2013;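 active = inhibition above the mean of compounds lying between control limits plus 3 SD, set per campaign, cut at about 8.5% in these data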;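 also: 0% = DMSO-only wells as the low control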
Tn6 DDE FP: inhibitors of Tn6 peptide binding to fibrin DD(E), primary screen, biochemical, fluorescence polarization, human fibrin, Tn6 probe | Fibrinogen beta chain (Homo sapiens), P02675 | 370,000 tested, 0.21% active | inhibition, % at 8.3 µM | Fibrin DD(E) TRITC-Tn6 fluorescence polarization displacement | AID 720509, 2013;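 active = inhibition above a per-campaign cutoff: mean of compounds within control limits plus 3 SD, cut at about 15% in these data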;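 also: 0% = median of all compound wells on the plate and 100% = blocking peptide control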
TDP2 inh: human TDP2 enzyme inhibitors, primary screen, biochemical, epi absorbance, recombinant enzyme. Tyrosyl-DNA phosphodiesterase 2 (Homo sapiens), O95551. T5PNP hydrolysis, p-nitrophenol absorbance 415 nm. inhibition, % at 12.8 µM. 370,000 tested, 0.34% active;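 active = inhibition above the mean of all tested compounds plus 3 SD, set per campaign, cut at about 25% in these data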;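 also: 0% = DMSO with enzyme and 100% = buffer with substrate but no TDP2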
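Read-out basis: percent inhibition. System: recombinant human TDP2. Buffer or medium: Mg2+-containing Tris-HCl buffer, pH 7.5. Repeats: single replicate. Timing: reaction 2 h, 37 °C. Benchmarks: high control without enzyme, low control DMSO plus TDP2. Probe or stimulus: 5 mM T5PNP. Doses: 12.8 µM only. Measured by: epi absorbance of p-nitrophenol freed from T5PNP by hydrolysis.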
DDE Tn7 FP inh: inhibitors of Tn7 peptide binding to fibrin DD(E), primary screen, biochemical, fluorescence polarization, human fibrin, Tn7 probe | Fibrinogen beta chain (Homo sapiens), P02675 | FP displacement of FITC-Tn7 peptide from fibrin DD(E); 0% = median of compound wells per plate | inhibition, % at 8.3 µM | 370,000 tested, 0.13% active | AID 720508, 2013;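 active = inhibition above the mean of compounds falling within the control limits plus 3 SD of them, cut at about 14% in these data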;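 also: 0% = plate median of compound wells and 100% = 10 µM Aha-Tn7 peptide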
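Also added: labelled Tn7 tracer, 0.1 µM; Assay system: human fibrin DD(E) protein; Amount: 2 µM fibrin DD(E); Schedule: 10 min compound pre-incubation, 3 h probe incubation at room temperature; Repeats: one replicate per compound; Read-out basis: percent inhibition; Measured by: fluorescence polarization of the labelled Tn7 tracer.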
PLCb3 inh: human PLC-beta3 inhibitors, primary screen, biochemical, fluorescence; Purified PLC-beta3, fluorogenic substrate; inhibition, % at 12.2 µM; AID 720704, 2013; 370,000 tested, 0.18% active; 1-phosphatidylinositol 4,5-bisphosphate phosphodiesterase beta-3 (Homo sapiens), Q01970; in the data active = inhibition above about 11%;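 also: 0% = median of compound wells on plate and 100% = full blocker control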
ARFGAP1 inhibitor: inhibitors of rat ARFGAP1 GAP activity, primary screen, biochemical, fluorescence polarization, GDP tracer; 360,000 tested, 0.26% active; ADP-ribosylation factor GTPase-activating protein 1 (Rattus norvegicus), Q62848; Arfgap1-stimulated ARF1 GTP hydrolysis, GDP FP detection; inhibition, % at 16.5 µM;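 active = inhibition above a per-plate limit, mean inhibition of low control wells plus 3 SD, cut at about 25% in these data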;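 also: 0% = DMSO wells with enzyme and 100% = wells lacking Arfgap1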
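Material: truncated rat Arfgap1 GAP domain; Incubation: compound-enzyme preincubation 20 min, reaction 120 min, detection 60 min, 25 °C; Read-out: percent inhibition of Arfgap1-stimulated GTP hydrolysis; Technique: FP, GDP Alexa 633 tracer displaced from anti-GDP antibody, 620/688 nm; Controls: No-Arfgap1 wells (100%) versus DMSO full-reaction wells (0%); Replication: single well per compound.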
ADAM10 inh: human ADAM10 inhibitors, primary screen, biochemical, QFRET, HTS; 370,000 tested, 0.62% active; Disintegrin and metalloproteinase domain-containing protein 10 (Homo sapiens), O14672; recombinant ADAM10, EDANS/DABCYL FRET peptide cleavage, 3 h; AID 720582, 2013; inhibition, % at 7 µM;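 active = inhibition above a per-campaign cutoff equal to the mean of compounds falling between control-based bounds plus 3 SD, cut at about 20% in these data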;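 also: 0% = DMSO wells while the 100% control is not disclosed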
SIAE inh: human SIAE inhibitors, primary screen, biochemical, fluorescence polarization, FP-Rh probe, 1536-well HTS; Sialate O-acetylesterase (Homo sapiens), Q9HAT2; SIAE FP-Rh probe binding; inhibition, % at 9.66 µM; 370,000 tested, 0.69% active;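 active = inhibition above a cutoff: mean of compounds within the control limits plus 3 SD of those, cut at about 17% in these data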;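 also: 0% = plate median of compound wells and 100% = probe without SIAE protein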
PLCg1 inh: PLC-gamma1 enzyme inhibitors, primary screen, biochemical, fluorescence, purified enzyme. 1-phosphatidylinositol 4,5-bisphosphate phosphodiesterase gamma-1 (Homo sapiens), P19174. fluorogenic substrate. inhibition, % at 12.2 µM. 370,000 tested, 0.84% active; in the data active = inhibition above about 9.5%
Target sequence (P19174 whole entry, looked up): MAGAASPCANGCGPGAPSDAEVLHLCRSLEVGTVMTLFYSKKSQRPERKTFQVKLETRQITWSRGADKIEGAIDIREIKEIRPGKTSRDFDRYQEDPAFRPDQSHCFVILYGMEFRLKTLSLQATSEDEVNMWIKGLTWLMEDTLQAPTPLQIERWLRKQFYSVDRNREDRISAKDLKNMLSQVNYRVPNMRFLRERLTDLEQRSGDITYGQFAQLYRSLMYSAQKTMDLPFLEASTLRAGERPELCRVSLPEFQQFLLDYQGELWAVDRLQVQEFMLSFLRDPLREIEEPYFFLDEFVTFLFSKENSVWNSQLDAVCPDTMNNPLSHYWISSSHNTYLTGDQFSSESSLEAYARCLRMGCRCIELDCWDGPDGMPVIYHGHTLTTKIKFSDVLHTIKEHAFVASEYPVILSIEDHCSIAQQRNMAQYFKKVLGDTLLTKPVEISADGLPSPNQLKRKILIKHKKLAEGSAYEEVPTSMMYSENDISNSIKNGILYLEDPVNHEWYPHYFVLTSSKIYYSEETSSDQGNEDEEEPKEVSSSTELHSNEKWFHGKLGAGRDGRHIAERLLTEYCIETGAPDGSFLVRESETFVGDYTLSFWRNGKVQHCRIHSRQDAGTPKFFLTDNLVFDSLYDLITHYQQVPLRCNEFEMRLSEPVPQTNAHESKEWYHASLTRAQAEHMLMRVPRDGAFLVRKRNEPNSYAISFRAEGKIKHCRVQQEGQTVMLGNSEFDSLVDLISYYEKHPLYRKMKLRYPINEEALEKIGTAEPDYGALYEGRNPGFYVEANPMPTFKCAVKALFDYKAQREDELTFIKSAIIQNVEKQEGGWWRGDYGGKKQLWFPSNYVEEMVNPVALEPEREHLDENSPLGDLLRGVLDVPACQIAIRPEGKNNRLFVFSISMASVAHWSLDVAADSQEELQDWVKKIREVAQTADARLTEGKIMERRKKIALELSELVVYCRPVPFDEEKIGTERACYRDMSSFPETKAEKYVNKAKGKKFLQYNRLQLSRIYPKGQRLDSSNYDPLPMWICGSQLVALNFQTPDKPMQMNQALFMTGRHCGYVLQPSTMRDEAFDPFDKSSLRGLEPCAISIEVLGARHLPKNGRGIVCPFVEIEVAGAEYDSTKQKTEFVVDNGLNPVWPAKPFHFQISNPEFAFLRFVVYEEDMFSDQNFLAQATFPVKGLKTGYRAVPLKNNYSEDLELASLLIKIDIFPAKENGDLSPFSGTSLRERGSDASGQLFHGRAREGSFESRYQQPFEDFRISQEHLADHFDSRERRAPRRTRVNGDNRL
* = called active by the depositor; i = inactive; x = not tested or not shown.

ASAP1 inh	ADAM17 inh	Tn6 DDE FP	TDP2 inh	DDE Tn7 FP inh	PLCb3 inh	ARFGAP1 inhibitor	ADAM10 inh	SIAE inh	PLCg1 inh	structure
5	-32	-1	-12	-1	-169	10	-129	2	-128	COc1ccc(-c2cc(NC=O)c3ncc(-c4cccc(C(=O)N(C)C)c4)n3c2)cn1
-2	-244	-9	-14	-1	i	4	i	-8	i	O=c1[nH]c2cc3c(cc2cc1CN(Cc1nnnn1CC1CCCO1)C1CCCCC1)OCO3 (stereo not drawn)
8	-1	1	5	3	-5	-7	3	-4	-1	Cc1cc(NC(=O)COC(=O)CCS(=O)(=O)c2ccc(Cl)cc2)no1
12	2	-10	-10	5	0	23	-12	4	6	CCCNC(=S)N1CCC(C(=O)c2ccc(OC)cc2)CC1
-1	-10	8	2	3	-106	-5	-18	9	-84	COc1ccc(OC)c2[nH]c(=O)c(CCNC(=O)CC(C)C)cc12
-6	-12	14	-1	2	-9	9	-31	-1	-2	CCc1cc(=O)oc2cc(OCC(=O)NCCCn3ccnc3)c(Cl)cc12
11	3	3	9	4	-1	7	-7	-8	-4	O=C(NNC(=O)c1ccc(NC(=O)c2ccccc2)cc1)Nc1ccccc1
-4	7	-3	4	0	-6	6	9	-26	-1	O=C(COc1ccc(Br)cc1CO)Nc1ccc(S(=O)(=O)N2CCCCC2)cc1
-4	3	-7	0	0	-7	3	5	-8	-1	CCOc1ccc(S(=O)(=O)N(C)c2ccc(OCC(=O)NCC3CCCCC3)cc2)cc1
-5	0	10	8	8	1	1	7	2	-3	S=c1[nH]nc(-c2ccncc2)n1Cc1ccco1
0	2	-11	2	-4	-1	-3	7	16	3	CCOc1ccc2nc(SCC(=O)NCc3ccccc3)[nH]c2c1
-6	-3	1	2	5	-2	-4	-1	4	0	Cc1nc2c(c(-c3ccccc3)c1C#N)C(=O)c1ccccc1-2
-8	1	3	-7	2	0	-15	-3	-1	2	CCc1ccccc1NC(=O)c1cnn(-c2ccccc2)c1C
1	1	0	-6	-4	-3	15	5	-4	3	CC(=O)Nc1cccc(OCCCOc2ccc([N+](=O)[O-])cc2)c1
-8	-3	-10	-1	-3	-7	-2	-7	-1	4	Cc1[nH]n(C(N)=S)c(=O)c1N=Nc1cccc(C(F)(F)F)c1
-12	-80	-8	-9	-1	-119	-2	-307	0	-83	CCN1CCN(c2nc3ccccc3nc2NS(=O)(=O)c2ccc(NC(C)=O)cc2)CC1
3	-4	-6	-2	-3	-5	3	-5	-7	1	CSCC(=O)N1CCCC(N2CCN(c3ccc(F)cc3)CC2)C1 (stereo not drawn)
-2	-2	-2	7	2	-1	0	0	8	-4	O=C(O)CNC(=O)c1ccccc1NC(=O)c1ccco1
7	-3	-10	-2	2	-7	7	-7	0	0	OC(CNC1Cc2ccccc2C1)COc1ccc(F)cc1 (stereo not drawn)
-1	-5	0	5	0	-4	-7	-4	3	-2	CCC1=NC(c2ccc(OC)cc2OC)N(O)C1(C)C (stereo not drawn)
-2	0	-1	-7	-5	3	-4	5	-6	1	CCc1nc2c(OCc3ccc(C(F)(F)F)cc3)cccn2c1N(C)C(=O)C1CC1
14	5	0	-5	0	1	6	1	1	6	O=C1C2C3CCCC3=C3CCCC3C2C(=O)N1c1ccc(F)cc1 (stereo not drawn)
3	-5	7	-3	4	-5	3	-6	7	-1	CCOc1cc(C(=O)Nc2ncn[nH]2)cc(OCC)c1OCC
1	-2	0	-1	6	2	-2	-1	-1	-3	CCSc1cc(N2CCCC2)nc(-c2cccc(C)c2)n1
-4	5	2	-24	-2	4	-1	6	-47	2	CC1=CC2=NC(=O)/C(=C\c3cccn3CCOc3ccc(C)c(C)c3)C(=N)N2O1
4	4	-5	-24	4	13*	-2	5	3	15*	CCCS(=O)(=O)N1CCC(C(=O)NCCN2CCC(Cc3ccccc3)CC2)CC1
7	2	2	-28	-1	4	12	13	-4	5	Cc1cccc(OC(=O)C2C(c3ccccc3)C(C(=O)O)C2c2ccccc2)c1 (stereo not drawn)
21	7	-3	2	9	-5	-2	10	24*	1	O=C(Nc1ccc(Nc2ccccc2)cc1)Nc1ccccc1Cl
-6	-4	-2	1	0	-6	12	-13	4	4	C=CCn1c(C)nnc1SCC(=O)Nc1oc(C)c2c(C)n[nH]c(=O)c12
2	-1	0	7	-1	0	2	-9	0	1	COCCn1c(SCC(=O)c2c(-c3ccccc3)n(C)c3ccccc23)nnc1-c1ccncc1
-4	-5	5	21	2	-4	6	-2	7	0	COc1ccc(CNCc2cccc(C)c2)cc1
0	-1	11	-15	-1	-10	7	6	1	5	Cc1nn(CCO)c2ncc(C(=O)c3cc(Cl)ccc3O)cc12
x	-7	-1	-6	5	-29	x	-17	4	-15	NC(=O)c1c(N)[nH]c(C(=O)c2ccccc2)c1-c1ccccc1C(F)(F)F
5	-7	-15	-1	-5	2	3	0	-2	-3	O=C(c1cccs1)N1CCN(C2CCCCC2)CC1
-1	-24	7	3	6	-8	8	-44	4	-5	CCN(CC)C(=O)CSc1nc2nc(C)cc(C)c2c(=O)[nH]1
-10	-4	-4	16	6	-11	-1	-1	-4	-3	COc1cccc(-c2nc(CS(=O)CC(=O)NCCc3ccccc3)c(C)o2)c1 (stereo not drawn)
-7	-7	-4	1	3	-145	3	-20	-2	-98	COc1cccc2cc(C(=O)NCCN3CCOCC3)c(=O)oc12
6	3	3	-14	1	3	5	5	-4	-1	CC(C)Cn1c(N2CCN(C(=O)/C=C/c3ccccc3)CC2)nc2ccccc21
-4	-67	-1	-6	-6	-133	9	-211	3	-78	CN(C)CCCN(C(=O)c1cc(-c2cccs2)nc2ccccc12)c1nc2c(F)cccc2s1
7	-1	0	-6	-2	2	3	-1	-16	-1	COc1ccccc1-c1cccc(-c2nc(C(=O)N3CCCCC3)cc3c2[C@H](CCO)N(S(=O)C(C)(C)C)C3)c1 (stereo partly drawn)
-4	-1	5	-6	8	1	-7	-19	2	0	CCCCNC(=O)C1(C)CCCCN1C(=O)c1cc(C)n(C(C)(C)C)n1 (stereo not drawn)
-14	0	8	6	-5	1	7	-3	-3	4	COc1ccccc1OCC(O)Cn1c(Br)nc2c1c(=O)[nH]c(=O)n2C (stereo not drawn)
17	3	1	-6	-13	8	-3	6	1	7	COc1ccc(CNc2ccc(S(N)(=O)=O)cc2)cc1
-15	-17	-6	3	-6	-9	8	-41	4	1	O=C1NC(c2ccc(Cl)cc2Cl)Oc2ccccc21 (stereo not drawn)
-8	2	-4	-13	-2	6	-6	8	4	2	O=C(O)CCCN=Cc1c(O)c2ccccc2oc1=O
16	-4	0	1	-9	3	9	5	-6	0	O=C(NC1CCCC1)C(c1ccccn1)N(C(=O)c1csnn1)C1CCCCC1 (stereo not drawn)
-6	-5	-2	-3	7	-4	6	2	-4	-1	Cc1cc(Cl)ccc1OCC(=O)NC1CCCC1
12	-2	0	-8	3	1	-2	-19	-5	4	Cc1cccc(NC(=O)c2cc3c(=O)n4ccccc4nc3n(CC(C)C)c2=N)c1
26*	7	2	-8	-6	-5	-4	-2	3	-2	COc1ccc(Cn2ccnc2SCC(=O)Nc2ccccc2OC)cc1
4	-8	-8	-16	-2	-2	7	-8	-7	-2	Cc1ccccc1NC(=O)c1ccc(F)c(S(=O)(=O)N2CCCCC2)c1
1	0	6	-5	-11	4	7	0	-4	7	COc1cccc(C(=O)N[C@H](C(=O)N2CCC[C@H]2C(=O)NCc2ccccc2)C(C)C)c1
20	2	-3	5	-2	-48	16	0	1	-37	Cc1nc(NC(=O)c2ccco2)sc1-c1csc(Nc2ccc(Cl)cc2)n1
-5	-1	0	2	-1	1	-9	-1	0	-2	COc1ccc(-n2cc(CNC(C)c3ccncn3)c(-c3cccc(F)c3)n2)cc1 (stereo not drawn)
0	-2	0	-7	8	2	-12	-3	-4	0	COc1ccc(C(O)(CCC(C)C)C(CN2CCOCC2)c2ccccc2)cc1 (stereo not drawn)
-4	0	4	5	2	-4	-14	-3	-2	3	CC(=O)N1CCN(CC(O)Cn2c3ccccc3c3ccccc32)CC1 (stereo not drawn)
-4	-4	3	-4	-3	-2	1	-1	3	-1	Cc1c(C#N)c2ncn(Cc3ccccc3)c(=O)c2n1-c1ccccc1
12	0	-3	-17	2	0	7	-6	-6	8	O=C1c2ccccc2CN1CCNS(=O)(=O)c1ccc(Cl)cc1
-8	2	8	-5	-6	6	-5	3	8	5	Cc1ccc(Cn2nnnc2CN2CCC(O)(c3ccc(F)cc3)CC2)cc1
-2	1	-8	-9	-2	5	2	-11	-54	6	Cc1cc(C)cc(NC(=O)Cn2nnc(C(=O)NCc3ccc(F)cc3)c2N)c1
-8	-1	6	-8	-3	-1	11	-2	-1	1	O=C1CCc2cc(NS(=O)(=O)c3ccccc3)cc3c2N1CCC3
-9	0	-4	5	0	1	-6	3	3	0	CC1=CC(=NNS(=O)(=O)c2ccc([N+](=O)[O-])cc2)CC(C)(C)C1
0	0	3	5	-2	1	0	3	-4	1	COc1ccc(Cc2nc3ccc(C(=O)NCCc4ccccn4)cc3o2)cc1OC

A draw from above in order of molar mass, rising:
ASAP1 inh	ADAM17 inh	Tn6 DDE FP	TDP2 inh	DDE Tn7 FP inh	PLCb3 inh	ARFGAP1 inhibitor	ADAM10 inh	SIAE inh	PLCg1 inh	structure
-15	-17	-6	3	-6	-9	8	-41	4	1	O=C1NC(c2ccc(Cl)cc2Cl)Oc2ccccc21 (stereo not drawn)
7	2	2	-28	-1	4	12	13	-4	5	Cc1cccc(OC(=O)C2C(c3ccccc3)C(C(=O)O)C2c2ccccc2)c1 (stereo not drawn)
0	0	3	5	-2	1	0	3	-4	1	COc1ccc(Cc2nc3ccc(C(=O)NCCc4ccccn4)cc3o2)cc1OC
